# Compound activity: PubChem BioAssay, Broad Institute
# SR-BI HDL uptake: mouse SR-BI HDL lipid transfer inhibition | Q61009 | ldlA[mSR-BI] CHO cells, DiI-HDL uptake fluorescence, 3 h | inhibition, % at 12.5 µM | 320,000 tested, 0.96% active;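 active = mean replicate inhibition of at least 70% and a set share of replicates each scoring 70 or more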;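 also: 0% = median of neutral control wells and 100% = median of positive control wells; values of inactives mirror those of a sister screen read the other way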
# NSD2 HMT inh: blocks human histone methyltransferase NSD2 | 310,000 tested, 0.54% active | inhibition, % at 12.5 µM | NSD2 peptide methylation, AlphaScreen, 120 min | O96028; in the data active = inhibition above about 50%
# Rtt109 HAT inh: blocks Candida albicans Rtt109/Vps75 acetyltransferase activity | Q5AAJ8 | purified Rtt109/Vps75, ThioGlo CoA-SH fluorescence, 4 h | inhibition, % at 34.9 µM | 330,000 tested, 0.16% active | AID 540336;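 active = inhibition of at least 50% in every replicate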
# Target sequence (Q5AAJ8 whole entry, looked up): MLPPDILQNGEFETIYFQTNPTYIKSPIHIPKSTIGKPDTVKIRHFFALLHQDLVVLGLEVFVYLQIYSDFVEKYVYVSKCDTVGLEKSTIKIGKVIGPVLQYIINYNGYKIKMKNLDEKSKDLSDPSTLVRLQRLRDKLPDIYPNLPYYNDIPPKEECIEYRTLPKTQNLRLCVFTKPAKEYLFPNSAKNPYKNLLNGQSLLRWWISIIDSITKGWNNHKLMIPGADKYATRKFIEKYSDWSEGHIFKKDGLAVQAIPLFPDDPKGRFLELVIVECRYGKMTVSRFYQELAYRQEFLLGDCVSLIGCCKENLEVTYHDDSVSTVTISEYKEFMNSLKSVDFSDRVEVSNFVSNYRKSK
# CAL PDZ FP-1: inhibitors of human CAL PDZ peptide binding; Q9HD26; purified CAL PDZ, TMR-peptide fluorescence polarization, 1 h; inhibition, % at 24.9 µM; 300,000 tested, 0.92% active; AID 602252;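 active = mean inhibition of at least 30% with at least half of replicates also reaching 30%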;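 also: 0% = DMSO neutral control and 100% = excess unlabeled competitor peptide PRC23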
# PfHsp90 yeast 2: inhibits growth of yeast expressing Plasmodium falciparum Hsp90 | S. cerevisiae expressing PfHsp90, BacTiter-Glo ATP, 48 h; yeast lacking PDR1 and PDR3 efflux regulators | inhibition, % at 9.4 µM | 310,000 tested, 0.32% active;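 active = every replicate shows inhibition above about 80%, whatever the replicate mean, limit read from the data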;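 also: 0% = DMSO neutral controls and 100% = 20 µM radicicol positive controls; yeast relying on Plasmodium falciparum Hsp90 in place of its own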
# MITF TRPM1 HTS: increases MITF-driven TRPM1 promoter luciferase signal | SK-MEL-5 TRPM1-promoter luciferase, 24 h; % of positive control, neutral wells = 0 | activation, % at 12.5 µM | 300,000 tested, 0.75% active | AID 588334;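 active = mean activation of at least 80% with every replicate also reaching 80%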;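 also: 0% = neutral control wells and 100% = parthenolide positive control wells; values of inactives mirror those of a sister screen read the other way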
# dFosB act: activators of mouse delta FosB homodimer; activation, % at 25 µM; P13346; 340,000 tested, 0.99% active; purified delta FosB, TAMRA-CDK5 oligo fluorescence polarization; percent of positive-control signal above neutral wells; AID 493131;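 active = mean activation above about 17%, with every replicate also reaching it, limit read from the data, passing the limit was not always enough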;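 also: fluorescence polarization rise as delta FosB binds a TAMRA Cdk5 AP-1 oligo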
# Target sequence (P13346 whole entry, looked up): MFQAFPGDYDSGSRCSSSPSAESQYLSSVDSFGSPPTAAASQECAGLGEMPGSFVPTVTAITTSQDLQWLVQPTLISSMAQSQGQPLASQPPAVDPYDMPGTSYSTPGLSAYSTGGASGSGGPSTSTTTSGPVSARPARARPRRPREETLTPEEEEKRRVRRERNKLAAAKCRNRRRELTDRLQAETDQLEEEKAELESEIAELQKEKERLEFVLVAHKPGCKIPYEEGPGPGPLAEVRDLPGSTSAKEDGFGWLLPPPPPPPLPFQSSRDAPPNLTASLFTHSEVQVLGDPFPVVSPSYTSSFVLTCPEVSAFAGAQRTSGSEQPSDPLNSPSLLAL
# SR-BI uptake up: SR-BI HDL lipid transfer activation; activation, % at 12.5 µM; 320,000 tested, 0.096% active; CHO ldlA[mSR-BI] cells, DiI-HDL uptake fluorescence, 3 h; 100 = double the neutral-control signal;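 active = mean replicate activation of at least 60% and every replicate at or above 60%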;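 also: 0% = median plate neutral-control signal and 100% = twice that signal; values of inactives mirror those of a sister screen read the other way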
#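 Material – SR-BI-overexpressing, LDLR-lacking CHO cells · Medium – BSA-supplemented, HEPES-buffered Ham's F12, pH 7.4 · Doses – single concentration · Times – compound with DiI-HDL co-incubation, 3 h at 37 °C · Measured by – bottom-read fluorescence, 550/595 nm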
# CAL PDZ FP-2: human CAL PDZ-peptide interaction inhibition. 330,000 tested, 0.02% active. inhibition, % at 20 µM. purified CAL PDZ, TMR-peptide fluorescence polarization, 1 h. Q9HD26. AID 504414;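 active = highest replicate inhibition of at least 40%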;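 also: plate controls were DMSO neutral control wells for no effect and unlabeled competitor peptide control wells for full effect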
#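 Material – purified CerCALP PDZ construct · Detection – FP readout, S and P plane fluorescence · Measure – percent inhibition from loss of millipolarization · Controls – unlabelled peptide for full inhibition, DMSO wells as neutral · Probe or stimulus – TMR-labelled reporter peptide T*-PRC34 bound in PDZ groove · Times – 1 h at RT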
# PvdQ inh: blocks Pseudomonas aeruginosa PvdQ acylase activity. purified PvdQ acylase, fluorescence plate reader. inhibition, % at 10 µM. 340,000 tested, 0.063% active. AID 488965; in the data active = inhibition above about 30%, passing the limit was not always enough;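 also: 0% = vehicle neutral wells and 100% = reference inhibitor wells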
# Starred values were filed as active, the others as inactive; . = no result given.
SMILES,SR-BI HDL uptake,NSD2 HMT inh,Rtt109 HAT inh,CAL PDZ FP-1,PfHsp90 yeast 2,MITF TRPM1 HTS,dFosB act,SR-BI uptake up,CAL PDZ FP-2,PvdQ inh
CCOC(=O)n1c(=O)oc2ccc(Cl)cc21,0,.,5,-6,-16,-23,-12,0,-2.7,12
CCC(=O)c1cn(CC(=O)Nc2ccc(C)cc2)c2ccccc12,19,-2,-13,-3,7,-8,-3,-19,.,-10
Cc1cnc(C(=O)OCc2cc(=O)n3c(C)cccc3n2)cn1,-8,-1,-6,1,-7,4,-4,8,-0.1,-15
Cc1cc(NC(=O)c2c([N+](=O)[O-])c(C)nn2C)no1,-37,-1,0,-3,-5,.,0,37,-0.2,3
COc1ccc(/C=C/C(=O)NCCCN2CCCCCC2)cc1,7,7,-5,0,-19,-1,5,-7,-1.5,-1
COc1ccc(N2CCN(C(=O)c3ccccc3F)CC2)c([N+](=O)[O-])c1,.,-4,1,.,9,8,-14,.,-1.9,-8
C=CCn1c(SCC(=O)Nc2cc(C)cc(C)c2)nnc1-c1cnccn1,13,0,0,.,6,-2,-6,-13,1.1,-10
CC1CCCC(C)N1C(=O)CCN1C(=O)C2C3C=CC(C3)C2C1=O (stereo unspecified),-12,-5,-7,-4,-2,1,5,12,-0.6,-6
O=C(OCC(=O)N1CCCCC1)c1c[nH]c2ccccc12,-13,2,1,.,-19,94*,-2,13,-0.1,6
N#C/C(=C\c1ccc(OC(=O)c2cccs2)cc1)c1nc2ccccc2[nH]1,1,-2,3,-2,-6,58,10,-1,-1.4,1
CC(=O)N/C(=C\c1ccc(F)cc1)C(=O)OC(C)C,-27,-1,9,-11,-19,3,1,27,0.2,-13
O=C(Nc1ccc(S(=O)(=O)NC2CCCC2)cc1)c1cnccn1,-3,0,-10,.,.,-2,-3,3,-1.1,3
COc1ccc(C(=O)CC2OC(=O)c3ccccc32)cc1OC (stereo unspecified),2,4,13,0,.,1,-3,-2,-0.4,-9
Cc1c2cnn(-c3ccccc3)c(=O)c2c(C)n1CCCC(=O)NCCN1CCN(C)CC1,-11,4,3,-1,12,-7,-5,11,-0.4,-2
Cc1ccccc1C(=O)NCCCc1ccccc1,-7,-1,-28,1,-14,21,1,7,-2.7,-13

# Reformatted as labelled records: two of the compounds above
> Cc1c2cnn(-c3ccccc3)c(=O)c2c(C)n1CCCC(=O)NCCN1CCN(C)CC1
  SR-BI HDL uptake: -11; NSD2 HMT inh: 4; Rtt109 HAT inh: 3; CAL PDZ FP-1: -1; PfHsp90 yeast 2: 12; MITF TRPM1 HTS: -7; dFosB act: -5; SR-BI uptake up: 11; CAL PDZ FP-2: -0.4; PvdQ inh: -2

> O=C(OCC(=O)N1CCCCC1)c1c[nH]c2ccccc12
  SR-BI HDL uptake: -13; NSD2 HMT inh: 2; Rtt109 HAT inh: 1; CAL PDZ FP-1: .; PfHsp90 yeast 2: -19; MITF TRPM1 HTS: 94*; dFosB act: -2; SR-BI uptake up: 13; CAL PDZ FP-2: -0.1; PvdQ inh: 6

# (continued)
SMILES,SR-BI HDL uptake,NSD2 HMT inh,Rtt109 HAT inh,CAL PDZ FP-1,PfHsp90 yeast 2,MITF TRPM1 HTS,dFosB act,SR-BI uptake up,CAL PDZ FP-2,PvdQ inh
Cc1nc2ccccc2n1CC(=O)N/N=C/c1cccs1,-33,-2,-1,1,-2,8,-3,33,-3.3,-5
CCN(C(=O)C1CCN(c2nc(-c3ccc(OC)cc3)no2)CC1)c1ccc(OC)cc1,22,.,-7,.,-13,.,2,-22,-0.2,-10
Cc1c(C(=O)Nc2ccc(S(=O)(=O)N(C)C3CCN(C)CC3)cc2)oc2ccccc12,28,3,26,-7,-6,4,-44,-28,-3.6,3
O=C(CN1C(=O)c2ccccc2S1(=O)=O)c1ccccc1F,-14,-10,-2,-2,8,-24,3,14,-2.4,-10
CCn1c(=O)cc(OCC(=O)N(C)c2ccccc2F)c2ccccc21,0,.,-12,.,33,-4,-12,0,-0.6,-21
Cc1nn(Cc2ccc(C(=O)n3cccn3)o2)c(C)c1Br,-13,-2,3,-3,-15,1,5,13,-0.2,-5
CN(C)c1ccc(NC(=O)CSc2n[nH]c(-c3ccco3)n2)cc1,-6,-1,2,5,.,-11,5,6,-2.2,1
CCCCN(CCCC)C(=O)CN(C)S(=O)(=O)c1ccc2c(c1)n(C)c(=O)c(=O)n2C,-15,-3,6,-6,.,-7,-3,15,-0.3,-1
CCC(=O)c1ccc(OCC(O)CN2CCc3ccccc3C2)cc1 (stereo unspecified),-13,-3,2,-4,4,4,-3,13,-1.6,-19
Cc1nn(-c2ccc(N3CCOCC3)nn2)c(C)c1CCC(=O)NCc1ccccc1F,-8,-3,7,-2,-3,1,-18,8,-0.6,-6
COC(=O)c1cc(Br)cn1S(=O)(=O)c1ccccc1,-5,5,-12,-3,-6,21,-8,5,-0.5,-2
CCOC(=O)CNC(=O)N1CCCC(C(=O)c2ccccc2SC)C1 (stereo unspecified),-24,-2,-3,-1,9,3,2,24,-2.2,-26
Cc1sc2ncn(CC(=O)NCc3ccccc3)c(=O)c2c1C,.,-1,3,-2,18,-14,9,.,-2.0,12
COc1cccc(NC(=O)COC(=O)c2cccnc2)c1,-3,0,-8,-7,.,.,-4,3,.,-9
COc1ccc(-c2cc(C(F)(F)F)nc(N3CCN(Cc4ccccc4)CC3)n2)cc1OC,59,0,-1,0,1,-3,-7,-59,-1.1,-5
NC(=O)NC(c1ccccc1)c1ccccc1,-20,-2,-7,10,-40,-9,-3,20,-0.7,-9
O=C(C1=C[C@@H](c2coc3ccccc3c2=O)C[C@@H](OCc2ccc(CO)cc2)O1)N1CCCCCCC1,-10,.,-7,-3,-5,-5,0,10,-1.1,4
COc1cc(OC)cc(C(=O)NCC(=O)N2CCC(C)CC2)c1,-26,6,-3,3,.,.,-1,26,-2.2,-12
Cc1cccc(-[n+]2c(C)cc(C)c3c(=O)[nH]c(=O)[nH]c32)c1,-33,-4,.,5,-18,1,-11,33,-1.3,4
COc1ccc(-n2cc(C(=O)O)c(=O)cc2C)cc1,6,0,.,0,11,-3,2,-6,-2.4,-19
CCC1Oc2ccc(C)cc2N(CC(=O)NCc2ccco2)C1=O (stereo unspecified),-17,3,-3,.,13,.,-1,17,-0.8,-2
CCOP(=O)(OCC)C(Nc1ccccn1)c1ccc(F)cc1 (stereo unspecified),-16,-3,2,1,9,5,3,16,-1.9,-19
O=C(c1ccc(OC2CCN(C/C=C/c3ccccc3)CC2)cc1)N1CCCC1,19,3,16,-6,4,-3,-10,.,-2.0,-17
CC(=O)Nc1ccccc1C(=O)N1CCN(c2cccc(C)c2C)CC1,-14,0,2,5,19,9,-6,14,-2.9,-8
CCN1C(=O)[C@@H]2[C@@H](c3ccc(-c4ccc(C(C)=O)cc4)cc3)N3CCCC[C@@]3(C(=O)OC)[C@@H]2C1=O,34,.,5,-3,-13,0,-10,-34,-3.6,-10
COc1ccc(S(=O)(=O)N2CCCCC2C(=O)O)cc1 (stereo unspecified),-8,-1,1,-8,-24,3,-2,8,-3.4,-15
Cc1cc(N2CCOCC2)nc(SCC(=O)c2ccccc2)n1,2,0,-4,-1,.,44,-9,-2,-0.9,-4
O=C(NC(=S)NNC(=O)c1ccccc1O)c1ccc(F)cc1,125*,-6,-5,4,43,.,3,-125,-0.2,-6
COc1ccc(/C=N\Nc2ccccn2)c(OC)c1,-1,-2,0,-2,-17,.,-4,1,1.1,-12
C=CCn1c(C)nnc1SCC(=O)c1[nH]c(C)c(C(C)=O)c1C,14,1,-3,-4,10,-6,-8,-14,-0.4,-11
Cc1cc(C(=O)COC(=O)C2=NNC(=O)CC2)c(C)n1-c1ccc(OC(F)F)cc1,8,0,1,-1,-19,12,-13,-8,0.5,-3
O=C(NCCC1=CCCCC1)C1CCN(S(=O)(=O)c2ccc(Br)s2)CC1,0,-4,-5,-2,-2,4,-10,0,-2.4,-17
COc1cccc(NC(=O)CSCc2n[nH]c(=O)[nH]2)c1,7,0,7,-1,9,3,0,-7,-2.4,-8
C/C(=N\NC(=S)Nc1ccccc1C)c1ccc(O)cc1,18,.,19,3,.,-8,-1,-18,0.0,3
COc1ccc(OC)c(S(=O)(=O)Nc2ccc3c(c2)N(C(C)=O)CCC3)c1,13,0,3,-5,-14,-5,-9,-13,-1.3,-24
CCN(CC)S(=O)(=O)c1ccc2nc(CSc3nnnn3-c3ccc(O)cc3)[nH]c2c1,41,1,-16,.,12,-6,5,.,-3.9,-21
CCCC(O)(CCC)C(=O)NNc1ccccc1,-31,0,11,.,2,.,0,31,-0.2,-11
C/C(=N\NC(=O)c1cc(Br)ccc1O)c1cccc(NC(=O)c2ccccc2F)c1,16,2,2,-2,0,21,-7,-16,-2.7,-11
CS(=O)(=O)N1CCc2cc(-c3csc(NC(=O)Cc4cccs4)n3)ccc21,55,-2,-3,.,5,-46,-3,-55,-0.4,-10
COc1ccc(C2C(C(N)=O)=C(C)Nc3nc(-c4ccccc4Cl)nn32)c(OC)c1 (stereo unspecified),-20,.,-3,0,6,-1,2,20,0.0,10
CCCN1CCN(C(=O)c2cccc3c2C(=O)N(CCOC)C3)CC1,-17,.,-5,.,9,.,-1,17,0.1,-5
Cc1ccc(C(C(=O)NC(C)(C)C)N(C(=O)c2csnn2)c2ccccc2F)o1 (stereo unspecified),-16,8,1,-2,-2,.,-4,16,-1.5,2
NC(=O)CSc1nnc(-c2ccc(S(=O)(=O)N3CCOCC3)cc2)n1Cc1ccccc1,-17,-6,-4,-3,.,6,2,17,.,1
O=C(CN(C(=O)c1csnn1)c1cccc2c1CCCC2)NCc1ccccc1,48,1,-13,-2,1,-1,-6,-48,-1.6,0
CCc1ccc(NC(=O)c2ccc(NC(=O)C3CCCO3)cc2)cc1 (stereo unspecified),36,.,-4,-7,-24,22,-6,-36,-3.2,-11
COc1cc(/C=C/C(=O)OCC(=O)NCCN2C(=O)CSC2=O)ccc1OC(F)F,33,0,1,-8,-14,-10,1,-33,4.4,-1
COc1cc(C(=S)N2CCN(c3ccccc3Cl)CC2)cc(O)c1O,-3,.,-6,.,1,7,-1,3,1.1,-5
C[C@H](CO)N1C[C@H](C)[C@@H](CN(C)C(=O)NC2CCCCC2)Oc2c(NC(=O)Cc3ccccc3)cccc2C1=O,2,.,2,-3,35,-1,-6,-12,0.3,-12
COc1ccc(-c2cc(-c3nnc(COC(=O)C4CC4C)o3)c3ccccc3n2)cc1OC (stereo unspecified),53,-4,1,-3,-8,10,-6,-53,-4.7,-4
O=C(N/C=N/OCc1ccc(Cl)cc1Cl)NOCc1c(Cl)cccc1Cl,-7,-2,-7,-4,4,9,0,7,0.1,-8
